# TRHR ag: activates the human TRH receptor; P34981; TRHR cells, calcium flux fluo-8, FDSS agonist mode; activation, % at 2 µM; 360,000 compounds, 0.18% hits; AID 493084; in the data active = activation above about 30%; also: 0% is about no effect
# Target sequence (P34981 whole entry, looked up): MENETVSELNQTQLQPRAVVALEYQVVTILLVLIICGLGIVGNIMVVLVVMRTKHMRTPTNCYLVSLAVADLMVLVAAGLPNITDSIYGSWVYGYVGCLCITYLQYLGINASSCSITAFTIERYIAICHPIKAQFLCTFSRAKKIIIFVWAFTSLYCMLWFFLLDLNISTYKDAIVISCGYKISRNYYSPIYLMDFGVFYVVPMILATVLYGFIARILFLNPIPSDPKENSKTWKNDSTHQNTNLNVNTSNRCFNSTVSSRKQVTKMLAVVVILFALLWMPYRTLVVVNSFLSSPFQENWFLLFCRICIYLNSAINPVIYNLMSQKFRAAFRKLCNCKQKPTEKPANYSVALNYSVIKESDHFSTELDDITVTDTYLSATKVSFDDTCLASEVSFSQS
#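 TRHR-expressing cells loaded with fluo-8 calcium dye; 23 nL library compound pin-transferred, kinetic FDSS fluorescence (Ex 480/Em 530) recorded about 180 s for agonist-induced calcium release, before a 10 nM TRH EC20 addition for potentiator mode.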
# Anesthetic bind: binds horse apoferritin like a general anesthetic; AID 485281; apoferritin/1-aminoanthracene competitive binding, fluorescence; 350,000 compounds, 0.074% hits; P02791; Potency, µM (highest dose often 77.5 µM), inactives show at the highest dose activity change, negative = displacement, hits mostly inhibitors; also: potency is read from the fitted curve at half-maximal effect; % is scaled to controls: 0 for no effect and ±100 for the full control effect; nearly all actives have a fitted effect of over 20% in size
#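 Horse-spleen apoferritin (10 uM) in 50% saturated 1-aminoanthracene in PBS was incubated 10 min at room temperature with compound. Fluorescence (ex 380, em 535 nm) was normalized to free and bound 1-AMA, with concentration-response fitted by a four-parameter Hill equation.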
# ERG Ets-DNA blk: ERG Ets/DNA interaction inhibition; fluorescence polarization, His-ERG Ets domain / labelled DNA; P11308; 370,000 compounds, 0.028% hits; Potency, µM (doses to about 76.9 µM), for the others: at the highest dose FP activity, negative = inhibition, most hits filed as inhibitors; AID 624246; active = well fitted inhibition curve with a large enough effect in the polarisation, with a control signal flat; inconclusive = small, poorly fitted or top-dose-only effect, or effect the other way, or a change in a side signal; inactive = no such curve, though single readings can be large or run the other way; the % refers to the polarisation;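 also: polarization taken with two DNA probes labelled with fluorescein and Texas red; potency is read from the fitted curve at half-maximal effect; % of control where 0% means no effect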
#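 His-tagged ERG Ets domain (1 uM in the protein solution; 300mM KCl, 50mM Tris-HCl, 1mM EDTA, 1mM DTT, pH 7.5) received compound, then a probe mix of 5 nM fluorescein-DNA and 100nM Texas-615-DNA. Fluorescence polarization was read for both dyes.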
# BLM inh: inhibitors of human Bloom syndrome helicase BLM; P54132; recombinant BLM DNA unwinding, fluorescence dequenching; Potency, µM (highest dose often 56.1 µM), without a hit: top-dose activity change, negative = inhibition, hits mostly inhibitors; 350,000 compounds, 0.2% hits;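 also: potency is read from the fitted curve at half-maximal effect; plate controls were vehicle for no effect and no enzyme for full effect; nearly all actives have a fitted effect of over 35% in size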
# Pol beta inh: blocks human DNA polymerase beta activity. P06746. Pol beta primer extension/strand displacement, fluorescence kinetic. Potency, µM (doses to about 114 µM), without a hit: top-dose activity change, negative = inhibition, hits mostly inhibitors. 340,000 compounds, 1.3% hits; also: potency is read from the fitted curve at half-maximal effect; % is scaled to controls: 0 for no effect and ±100 for the full control effect
#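 Preincubation: enzyme (10 nM) with compound, 15 min, RT. Reaction: substrate added to 50 nM final. Reads: 0 and 10 min. Analysis: normalized, Hill fit.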
# Pol iota inh: DNA polymerase iota (human) inhibition | Pol iota fluorescent replication assay, 10 min | Potency, µM (top dose mostly 115 µM), without a hit: top-dose activity, negative = inhibition, usual class: inhibitors | 390,000 compounds, 1% hits; also: potency is read from the fitted curve at half-maximal effect
#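 Pol iota at 10 nM preincubated 15 min with compounds at room temperature; reaction started with fluorescent substrate, 50 nM final. Fluorescence read kinetically at 0 and 10 min; buffer-only wells as negative control.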
# POLK inh: DNA polymerase kappa (human) inhibition; Q9UBT6; Potency, µM (doses to about 107 µM), for the others: at the top dose activity, negative = inhibition, most hits filed as inhibitors; purified Pol kappa, fluorescent DNA synthesis assay, 10 min; AID 588579; 400,000 compounds, 0.53% hits; also: potency is read from the fitted curve at half-maximal effect; % is scaled to controls: 0 for no effect and ±100 for the full control effect
#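 50 nM final substrate added after 15 min RT preincubation of 10 nM Pol kappa with compound; fluorescence read at 0 and 10 min.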
# APE1 inh: blocks human APE1 abasic DNA cleavage; recombinant APE1, TAMRA/BHQ-2 abasic DNA cleavage fluorescence; Potency, µM (doses to about 65.8 µM), without a hit: at the highest dose activity change, negative = inhibition, hits mostly inhibitors; 350,000 compounds, 0.35% hits; AID 2517;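 also: potency is read from the fitted curve at half-maximal effect; plate controls were vehicle for no effect and reference inhibitor for full effect; nearly all actives have a fitted effect of over 55% in size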
#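 Readout is kinetic fluorescence (ex 525, em 598 nm) from cleavage of 50 nM TAMRA/BHQ-2 THF abasic duplex by 0.75 nM APE1, compound added 15 min beforehand at RT.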
# ALOX12 inh: blocks human arachidonate 12S-lipoxygenase. AID 1671190. P18054. 580,000 compounds, 1.1% hits. purified 12hLO, xylenol orange hydroperoxide absorbance. Potency, µM (titrated, usually from 108 µM), inactives show at the top dose activity change, negative = inhibition, hits mostly inhibitors; also: potency is read from the fitted curve at half-maximal effect; % is scaled to controls: 0 for no effect and ±100 for the full control effect
# Target sequence (P18054 whole entry, looked up): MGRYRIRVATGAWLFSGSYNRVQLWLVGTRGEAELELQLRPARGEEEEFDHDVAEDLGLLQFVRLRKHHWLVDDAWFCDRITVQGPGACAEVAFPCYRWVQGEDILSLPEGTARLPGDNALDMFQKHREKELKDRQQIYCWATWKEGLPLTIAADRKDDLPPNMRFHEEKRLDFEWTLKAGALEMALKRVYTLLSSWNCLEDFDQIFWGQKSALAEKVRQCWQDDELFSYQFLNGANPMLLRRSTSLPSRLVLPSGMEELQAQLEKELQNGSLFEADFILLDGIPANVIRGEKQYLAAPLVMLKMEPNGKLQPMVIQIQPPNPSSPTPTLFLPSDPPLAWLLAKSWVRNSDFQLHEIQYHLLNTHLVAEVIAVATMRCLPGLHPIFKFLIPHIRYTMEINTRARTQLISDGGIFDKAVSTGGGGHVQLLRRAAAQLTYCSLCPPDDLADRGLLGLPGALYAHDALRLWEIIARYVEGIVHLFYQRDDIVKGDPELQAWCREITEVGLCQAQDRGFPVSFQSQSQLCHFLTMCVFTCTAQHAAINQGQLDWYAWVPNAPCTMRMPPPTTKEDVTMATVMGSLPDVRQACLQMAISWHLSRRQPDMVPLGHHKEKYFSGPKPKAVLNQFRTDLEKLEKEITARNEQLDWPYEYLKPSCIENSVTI
#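 Purified human 12hLO (150 nM final) in 25 mM Hepes, 0.01% Triton X-100, pH 7.0 was preincubated 15 min at room temperature with compound. Then 40 uM arachidonic acid was added, 30 min. Hydroperoxide was read by Fe-XO absorbance ratio 573/405 nm.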
# Starred values were filed as active, the others as inactive; ? = inconclusive; / = not tested or not shown; & = joins results of further samples; [ ] = another dose, or the depositor's remark. Unless noted, calls follow the shape of the dose curve; as a rule, active = well fitted curve in the direction sought with a large enough effect; inconclusive = small, poorly fitted or top-dose-only effect, or another doubt; inactive = no such curve, though single readings can be large; an effect the other way counts as inactive or inconclusive. A portion of the library; count on the stated rates, not on these rows.
SMILES,TRHR ag,Anesthetic bind,ERG Ets-DNA blk,BLM inh,Pol beta inh,Pol iota inh,POLK inh,APE1 inh,ALOX12 inh
Cc1cc(C)nc(OC(C(=O)O)C(OCCc2ccccc2)(c2ccccc2)c2ccccc2)n1 (stereo not given),-0.4,-10%,-8%,-1%,5%,140%[activator],-10%,4%,20%
Cc1ccc(C)n1NC(=O)c1ccc(Cl)cc1Cl,-0.7,-10%,-1%,-7%,?,-12%,-2%,-1%,-14%
Cc1ccc2c(Cl)cc(Cl)c(OCC(=O)NC3CCS(=O)(=O)C3)c2n1 (stereo not given),0.1,-13%,3%,3%,7%,0%,4%,-6%,-3%
CC(=O)N1CCN(S(=O)(=O)c2cccc(C(=O)Nc3ccccc3N3CCOCC3)c2)CC1,-0.1,-4%,-7%,-6%,-3%,-10%,-11%,-6%,-5%
COc1ccccc1CNC(=O)c1cccn1-c1nnc(N2CCCC2)s1,-0.4,-1%,0%,0%,17%,22%,4%,/,-19%
COC(=O)C1(NC(=O)NC2CCCCC2)CCCCC1,-0.7,-12%,2%,4%,34%,177%[activator],0%,-1%,331%[activator]
COc1ccc(-n2nc(C(=O)Nc3cccc(C(F)(F)F)c3)c3c4ccccc4n(C)c3c2=O)cc1,1.1,-3%,2%,-4%,?,17%,-24%,/,1%
CNC(=O)C1CC(=O)N(Cc2ccccc2)C(=Nc2ccc(OC)cc2)S1 (stereo not given),0.3,-10%,-15%,-1%,30%,5%,-15%,-3%,-1%
NC(=O)CSc1nc(C2CC2)nc2sc3c(c12)CCCC3,-0.5,0%,-4%,-1%,2%,13%,-3%,-2%,-10%
CC(=O)N1CCc2ccc(S(=O)(=O)N3CCN(C)CC3)cc21,0.4,-8%,1%,-4%,37%,4%,-12%,6%,21%
COc1ccc(CCN2C(=O)c3[nH]nc(-c4ccccc4O)c3C2c2cccc(O)c2)cc1OC (stereo not given),0.1,?,-1%,-9%,1%,2%,-5%,2%,-18%
O=S(=O)(c1ccc(Cl)s1)N1CCNCC1,/,/,-7%,/,/,-7%,-10%,8%,0%
CC(=O)c1ccc(NC(=O)c2cc(S(=O)(=O)N3CCOCC3)ccc2C)cc1,-0.6&-0.5,-7%&-1%,-10%&-1%,-3%&-6%,19%&30%,34%&-7%[activator],-11%&-9%,16%,10%&-20%
Cc1cc(C)c(C#N)c(N2CCSCC2)n1,0.4,-11%,-4%,0%,5%,8%,-5%,-5%,11%
Cc1ccc(C)c(C(=O)CCC(=O)NCc2ccc(Cl)cc2)c1,-0.7,-16%,1%,-6%,-6%,17%,-21%,-10%,-7%
COCCNC(=O)/C(C#N)=C\c1ccc(CNS(=O)(=O)c2ccccc2)o1,-0.1,-11%,-5%,-2%,-10%,4%,-2%,19%,-25%
COCCN1C(=O)C(=O)/C(=C(/O)c2ccc(S(=O)(=O)N3CCOCC3)cc2)C1c1ccc(C(C)C)cc1 (stereo not given),0.4,-6%,/,-1%,8%,/,/,-3%,/
O=C(CCC(=O)N1CCOc2ccccc21)NCCCN1CCOCC1,0.5,-6%,20%,1%,-3%,-22%,-21%,58%[activator],2%
COc1ccc(C(=O)Nc2ccc(N3CCN(C(=O)c4ccccc4C)CC3)cc2)cc1,-0.3,-9%,-3%,-6%,-11%,3%,-18%,0%,-8%
COC(=O)Cc1cc(=O)[nH]c(/N=C(\N)Nc2ccc(C)cc2)n1,0.8,-12%,/,-2%,14%,1%,-8%,15%,-11%[57.4 µM]
CN(C)CCCNC(=S)N1CCN(c2nc(-c3ccccc3)cs2)CC1,1.1,-12%,4%,-1%,-1%,34%[activator],-4%,9%,5%
CCc1ccc(C(=O)COC(=O)CNC(=O)CNS(=O)(=O)c2ccccc2)cc1,1.1,-12%,5%,-4%,7%,14%,-8%,-6%,-16%
O=C(NNc1ccccn1)C(c1ccccc1)c1ccccc1,-0.4,-10%,?,-7%,-15%,77%[activator],-8%,-5%,1%
O=C(NC1CCN(Cc2ccccc2)CC1)c1ccc(Cn2c(=O)c3ccccc3n(Cc3ccc(F)cc3)c2=O)cc1,0.8,-11%,-3%,2%,14%,6%,-2%,/,10%
Cc1sc2ncnc(SCC(=O)N3CCCC3=O)c2c1C,0.1,-9%,1%,-1%,9%,25%,-3%,10%,0%
CCOc1ccccc1N(CC(=O)NCC1CCCO1)C(=O)CCC(=O)Nc1cc(C)on1 (stereo not given),0.4,-2%,-3%,2%,23%,51%[activator],7%,4%[12.4 µM],1%
O=C(COc1ccc(Cl)cc1Cl)OCC(=O)c1ccc[nH]1,-0.5,/,-4%,/,/,-23%,-14%,9%,0%&1%
Cc1ccc(NC(=O)Cn2cc3c(n2)CCC(C)C3)cc1C (stereo not given),-1.5,-12%,6%,-2%,38%[activator],-30%,-4%,/,-8%
Cc1cc(C)c(S(=O)(=O)NCCCn2ccnc2)cc1C,0.0,-10%,12%,-3%,15%,84%[activator],-1%,17%,6%
O=C(OC1CCOC1=O)c1cncc(Br)c1 (stereo not given),0.2,-8%,-6%,1%,3%,-21%[58.9 µM],7%,13%,?
CNC(=S)NNC(=O)CSCc1c(Cl)cccc1Cl,-0.2,-9%,-3%,-5%,31%,50%[activator],-4%,10%,0%
Cc1ccc(S(=O)(=O)N2CCOCC2)cc1NC(=O)COC(=O)CCC(=O)c1cccs1,1.3,?,-7%,-2%,-13%,8%,-9%,-9%,1%
Cc1cc(C(=O)NNc2c(Cl)cccc2Cl)n(C(C)(C)C)n1,-1.0,-7%,-2%,-4%,-1%,5%,-5%,-4%,5%
CCOc1ccc(OCCC(=O)N(CC(=O)Nc2ccccc2C(F)(F)F)Cc2ccco2)cc1,-0.2,/,-7%,/,/,13%,-13%,-36%,?
COc1ccccc1NC(=S)N(Cc1ccco1)Cc1cc2cc(C)cc(C)c2[nH]c1=O,-0.2,-12%,/,-2%,9%,8%,-16%,0%,?
Oc1c(Cl)cc(Cl)cc1/C=C/c1ccc2cccc(O)c2n1,42*,?,25%,-13%,28µM*,23%,-15%,-4%,-26%
COc1ccc(C(=O)NNC(=O)Cc2ccc(Cl)cc2)cc1,-2.3,-6%,-4%,-5%,25%,10%,-13%,-7%,1%
C=CCN(CC=C)S(=O)(=O)c1ccc(NC(=S)NC(=O)/C=C/c2ccccc2)cc1,0.0,?,-2%,-4%,15%,-10%,-10%,-2%,?
CCc1cccc(NC(=O)COc2cc(=O)n(CC)c3ccccc23)c1,-0.1,-4%,-1%,-6%,1%,-2%,-16%,/,-14%
CCOC(=O)/C(=N/Nc1ccccc1)c1csc(Nc2ccccc2)n1,0.6,?,-10%,-13%,-19%,3%,-9%,1%,-23%
NC(=O)C1CCN(c2ncnc3c2c(-c2ccccc2)cn3-c2ccccc2)CC1,-0.7,-5%,21%,-2%,-8%,1%,14%,-1%,?
O=C(CCN1C(=O)S/C(=C\c2ccccc2)C1=O)Nc1ccc(S(=O)(=O)Nc2nccs2)cc1,0.5,?,12%,-7%,?,?,-13%,1%,7%
Cc1nc(C(=O)N(C)C)nn1-c1ccc(Cl)cc1Cl,0.5,-5%,-1%,3%,38%,12%,-3%,15%,?
CCc1ccc(NC(=O)Cn2cccc2)cc1,-0.1,-9%,-1%,-7%,8%,21%,-26%,2%,-8%
Cc1ccc(Cl)cc1N1CCN(C(=O)CCS(=O)(=O)c2ccc3c(c2)NC(=O)CO3)CC1,-0.2,-8%,-8%,-4%,-20%,-4%,5%,27%,3%
Cc1nnc(SCC(=O)Nc2sccc2C#N)s1,-0.2,-6%,3%,-14%,32µM*,40µM*,50µM*,1%,-2%
O=C(COC(=O)Cc1ccccc1F)NCCNC(=O)COC(=O)Cc1ccccc1F,0.0,/,-10%,/,/,21%,-17%,-12%,-29%
CC(C)(C)CC(=O)Nc1cc2c3c(c1)CCC(=O)N3CCC2,-0.1,?,-8%,1%,25%,22%,-2%,68%[activator],15%
CCN(CC)c1cc(C)c2cc(NC(=O)c3cccc(F)c3)ccc2n1,0.3,-4%,10%,-8%,1%,26%,-20%,/,-21%
O=C(Cn1c(=O)n(Cc2ccccc2)c(=O)c2sc3ccccc3c21)Nc1ccccc1F,1.7,-7%,-6%,-5%,-14%,-17%,7%,/,-14%

# Entries of single compounds from above. Screens in order: TRHR ag | Anesthetic bind | ERG Ets-DNA blk | BLM inh | Pol beta inh | Pol iota inh | POLK inh | APE1 inh | ALOX12 inh
# CCc1ccc(NC(=O)Cn2cccc2)cc1 is entered as -0.1 | -9% | -1% | -7% | 8% | 21% | -26% | 2% | -8%
# CCOC(=O)/C(=N/Nc1ccccc1)c1csc(Nc2ccccc2)n1 is entered as 0.6 | ? | -10% | -13% | -19% | 3% | -9% | 1% | -23%
# CC(C)(C)CC(=O)Nc1cc2c3c(c1)CCC(=O)N3CCC2 is entered as -0.1 | ? | -8% | 1% | 25% | 22% | -2% | 68%[activator] | 15%
# O=C(Cn1c(=O)n(Cc2ccccc2)c(=O)c2sc3ccccc3c21)Nc1ccccc1F is entered as 1.7 | -7% | -6% | -5% | -14% | -17% | 7% | / | -14%
# Cc1nc(C(=O)N(C)C)nn1-c1ccc(Cl)cc1Cl is entered as 0.5 | -5% | -1% | 3% | 38% | 12% | -3% | 15% | ?

# Bioassay records deposited in PubChem by National Center for Advancing Translational Sciences (NCATS).
